# High-throughput results: PubChem, several laboratories
# EBNA-1 inhibitor – blocks EBNA-1 binding to DNA | EBNA-1 DNA binding, fluorescence polarization | inhibition, % at 14.8 µM | actives 0.34% (n = 300,000) | AID 1950; in the data active = inhibition above about 28%
# TPT1 inhibitor – C. albicans TPT1 enzyme inhibition; actives 0.81% (n = 300,000); recombinant caTPT1, FP RNA substrate dephosphorylation; inhibition, % at 5 µM;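 active = inhibition above the mean of all tested compounds plus 3 SD, set per screening campaign, cut at about 24% in these data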;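 note: plate controls were DMSO alone for no effect and ferristatin control at 100 nM for full effect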
# Yeast superoxide – lowers age-related superoxide in aged yeast cells; S. cerevisiae aged cells, superoxide DHE fluorescence; hits give low values; superoxide response (% of plate mean), % at 10 µM; actives 0.18% (n = 330,000);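 active = superoxide response under a set limit, about three screen SD below normal, cut at about 65% in these data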;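 note: yeast aged for seven days with compound at 30 °C before DHE staining; 100% = average MFI of all compound-treated wells on the plate with controls excluded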
# ZTA DNA inh – counter-screen for EBNA-1 inhibitors: inhibitors of Epstein-Barr virus ZTA; inhibition, % at 11 µM; P03206; actives 0.15% (n = 320,000); AID 2234; ZTA-DNA binding, fluorescence polarization; in the data active = inhibition above about 33%
# core dimer inh – HCV core protein dimerization inhibition; TR-FRET GST/Flag-core106 dimerization, 1536-well; inhibition, % at 5 µM; actives 0.33% (n = 300,000); AID 1899;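 active = inhibition above the mean of all tested compounds plus 3 SD, set per screening campaign, cut at about 45% in these data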
#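 System: GST-tagged and Flag-tagged HCV core protein residues 1-106 / Input: core106 proteins, GST 13.5 nM and Flag 17 nM / Buffer or medium: KF-containing HEPES buffer, pH 7.45, DTT, CHAPS, BSA / Probe or stimulus: Eu-anti-GST and XL665-anti-Flag labelled anti-tag antibodies / Schedule: 4 h, 22.5 °C incubation / Technique: TR-FRET 671 and 617 nm emission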
# JMJD2C inh – human JMJD2C demethylase inhibition; Q9H3R0; GST-JMJD2C(1-420) H3K9me3 demethylation, DELFIA europium; inhibition, % at 2.35 µM; actives 0.069% (n = 330,000);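 active = more than half of a compound's replicate wells show inhibition beyond 50%, single wells judged on their own value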;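 note: signal counts dimethyl H3K9 product captured on neutravidin plate; 0% = median of DMSO wells and 100% = 0.3 times that DMSO median; strong numbers were not always called active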
# Target sequence (Q9H3R0 1-420 limits assumed): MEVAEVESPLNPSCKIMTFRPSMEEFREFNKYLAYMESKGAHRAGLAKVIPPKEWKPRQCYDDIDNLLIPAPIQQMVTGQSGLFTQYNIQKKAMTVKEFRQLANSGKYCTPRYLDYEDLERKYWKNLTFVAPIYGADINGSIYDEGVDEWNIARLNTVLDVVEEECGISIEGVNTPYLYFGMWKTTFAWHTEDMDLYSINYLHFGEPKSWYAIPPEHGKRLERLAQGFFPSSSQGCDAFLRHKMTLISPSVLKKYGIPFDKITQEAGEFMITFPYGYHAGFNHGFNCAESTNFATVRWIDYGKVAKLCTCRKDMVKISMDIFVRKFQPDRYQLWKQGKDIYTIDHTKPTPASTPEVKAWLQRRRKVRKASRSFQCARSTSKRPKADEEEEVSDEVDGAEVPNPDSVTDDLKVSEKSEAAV
# PP5 inh – inhibitors of human protein phosphatase 5 (PP5); P53041; purified PP5c, OMFP substrate fluorescence; inhibition, % at 6.7 µM; actives 0.18% (n = 320,000); AID 1987;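 active = inhibition above the campaign's mean inhibition across all tested compounds plus 3 SD, cut at about 9.5% in these data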;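 note: 0% = DMSO only and 100% = 100 µM cantharidin control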
# Target sequence (P53041 whole entry, looked up): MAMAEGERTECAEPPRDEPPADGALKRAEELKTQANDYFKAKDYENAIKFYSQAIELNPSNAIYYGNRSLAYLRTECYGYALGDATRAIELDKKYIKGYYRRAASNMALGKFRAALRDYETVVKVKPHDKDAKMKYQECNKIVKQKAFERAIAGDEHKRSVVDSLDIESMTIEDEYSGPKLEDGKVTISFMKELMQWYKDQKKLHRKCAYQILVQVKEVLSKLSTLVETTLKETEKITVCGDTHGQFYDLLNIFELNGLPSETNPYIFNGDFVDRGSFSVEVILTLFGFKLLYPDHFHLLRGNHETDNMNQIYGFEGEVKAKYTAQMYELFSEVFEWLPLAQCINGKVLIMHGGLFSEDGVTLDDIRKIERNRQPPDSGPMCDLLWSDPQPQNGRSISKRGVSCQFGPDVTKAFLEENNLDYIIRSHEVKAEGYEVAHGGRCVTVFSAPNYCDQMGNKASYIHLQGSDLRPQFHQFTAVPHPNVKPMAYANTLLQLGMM
# PP1 counter – counter-screen for PP5 inhibitors: inhibitors of human PP1-alpha; purified PP1alpha, OMFP fluorescence; inhibition, % at 6.7 µM; actives 0.9% (n = 320,000); AID 2235;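 active = inhibition above the mean inhibition of all tested compounds plus 3 SD, computed separately for each screening campaign, cut at about 15% in these data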
# Fh CTSL1 inh – counter-screen for PFM18AAP inhibitors: inhibitors of F. hepatica cathepsin L1; actives 0.49% (n = 300,000); AID 1906; inhibition, % at 5.96 µM; recombinant F. hepatica cathepsin L1, Z-Leu-Arg-MCA fluorescence;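 active = inhibition above the mean of all tested compounds plus 3 SD, set per screening campaign, cut at about 17% in these data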;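 note: 0% = plate median of test compound wells and 100% = 1 µM Z-Phe-Ala-diazomethylketone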
# Starred values were filed as active, the others as inactive; x = not tested or not shown; & = joins results of further samples.
SMILES,EBNA-1 inhibitor,TPT1 inhibitor,Yeast superoxide,ZTA DNA inh,core dimer inh,JMJD2C inh,PP5 inh,PP1 counter,Fh CTSL1 inh
COCCn1c(C)cc(C2=NNC(=NC3CC3)SC2)c1C,4,-1,90,-19,-6,9,1.3,-1,2
O=C1CCN(Cc2ccccc2)CCN1[C@H](CO)Cc1ccccc1,4,2,98,-1,5,4,-1.9,-4,5
Cc1cc(C)nc(SCC(=O)NN)n1,-14,-5,108,-6,0,3,3.0,-4,0
CC(C)(C)c1nc(NCCO)c2nnn(Cc3ccccc3)c2n1,-5,-2,114,-20,-16,-2,6.5,3,-2
O=S(=O)(c1ccccc1)N1N=C(c2cccs2)CC1c1cccc(O)c1 (configuration not stated),-5,1,113,-4,2,0,4.4,-3,2
CC[N+]1(CC)CC2=Cc3c(ccc4ccccc34)C(C)C2C1 (configuration not stated),-24,-3,111,0,-8,-5,2.5,-3,-1
Cc1ccc(N(CC(=O)N/N=C/c2cc(C)n(-c3ccccc3C)c2C)S(C)(=O)=O)cc1,4,-4,104,4,13,-10,2.5,0,3
COc1ccc(NC(=O)CSc2nnc3ccc(-c4cccnc4)nn23)c(OC)c1,-3,-5,102,-3,-4,2,2.6,-3,2
Cc1nnc(SCC(=O)NCC2CCCCC2)n(N)c1=O,9,-2,93,6,-2,10,0.1,-2,-2
CCNC(=S)N1C2CCC1CC(NC(=O)Nc1ccc(C(=O)OCC)cc1)C2 (configuration not stated),8,1,104,11,-1,13,-1.3,-5,-1
Cc1c(Cl)cccc1NC(=O)CSc1nc(=O)n(CCCN2CCOCC2)c2c1CCC2,-1,-3,93,2,1,2,-0.4,0,1
CN(C)CCN1C(=O)c2oc3ccccc3c(=O)c2C1c1ccc(F)cc1 (configuration not stated),6,3,78,-5,1,-3,1.3,-3,3
CC(C)NS(=O)(=O)c1ccc2c3c(cccc13)CC2,6,6,96,7,2,0,0.3,1,0
CC12CC3CC(C)(C1)CC(C(=O)NCc1ccco1)(C3)C2,10,3,101,9,6,21,3.3,3,-2
Fc1ccccc1CN1CCCC(NC2CCC2)C1 (configuration not stated),-13,2,93,-7,9,-23,0.1,-2,0
Cc1ccc(-c2csc(N3CCC(NS(=O)(=O)c4ccc5c(c4)OCCO5)CC3)n2)cc1,5,0,97,-4,34,2,2.9,2,3
O=C1CC(N2CCC(O)(c3ccc(Cl)cc3)CC2)C(=O)N1Cc1ccc(N2CCCC2=O)cc1 (configuration not stated),4,-8,87,8,4,-6&44,-0.7,1,3
CC(C)C[C@H](NC(=O)[C@@H]1Cc2c([nH]c3ccccc23)C2c3ccccc3C(=O)N21)C(=O)N1CCC[C@@H]1C(=O)O (some centres not stated),2,-6,87,0,-1,2,1.9,4,-3
CC(C)c1nn2c(=O)cc(CSc3ccccc3NC(=O)c3ccccc3F)nc2s1,-17,-5,82,-9,-17,6,0.9,-1,12
O=C(Nc1cccs1)Nc1cccnc1Cl,11,-1,94,8,8,5,-0.2,1,5

# Seven entries out of the list, arranged by length of the SMILES, ascending.
SMILES,EBNA-1 inhibitor,TPT1 inhibitor,Yeast superoxide,ZTA DNA inh,core dimer inh,JMJD2C inh,PP5 inh,PP1 counter,Fh CTSL1 inh
O=C(Nc1cccs1)Nc1cccnc1Cl,11,-1,94,8,8,5,-0.2,1,5
Fc1ccccc1CN1CCCC(NC2CCC2)C1 (configuration not stated),-13,2,93,-7,9,-23,0.1,-2,0
CC(C)NS(=O)(=O)c1ccc2c3c(cccc13)CC2,6,6,96,7,2,0,0.3,1,0
CC12CC3CC(C)(C1)CC(C(=O)NCc1ccco1)(C3)C2,10,3,101,9,6,21,3.3,3,-2
Cc1ccc(-c2csc(N3CCC(NS(=O)(=O)c4ccc5c(c4)OCCO5)CC3)n2)cc1,5,0,97,-4,34,2,2.9,2,3
O=C1CC(N2CCC(O)(c3ccc(Cl)cc3)CC2)C(=O)N1Cc1ccc(N2CCCC2=O)cc1 (configuration not stated),4,-8,87,8,4,-6&44,-0.7,1,3
CC(C)C[C@H](NC(=O)[C@@H]1Cc2c([nH]c3ccccc23)C2c3ccccc3C(=O)N21)C(=O)N1CCC[C@@H]1C(=O)O (some centres not stated),2,-6,87,0,-1,2,1.9,4,-3

# Further records follow.
SMILES,EBNA-1 inhibitor,TPT1 inhibitor,Yeast superoxide,ZTA DNA inh,core dimer inh,JMJD2C inh,PP5 inh,PP1 counter,Fh CTSL1 inh
CNc1ccccc1C(=O)OC(C)C(=O)Nc1ccc(Cl)cn1 (configuration not stated),-5,1,96,7,-13,4,5.4,-11,1
COC(=O)c1ccc(Cn2nnc3c(=O)[nH]c(C4CCCN(S(=O)(=O)c5ccc(C)cc5)C4)nc32)cc1 (configuration not stated),1,0,104,2,21,-2,0.8,-2,-2
O=C(COc1ccc(Cl)cc1Cl)N(C1CCCCC1)C1CCS(=O)(=O)C1 (configuration not stated),x,x,86,-1,x,2,2.1,4,x
Cc1ccccc1-n1nc2c(c1NC(=O)c1cccs1)CS(=O)(=O)C2,0,1,103,-7,-2,-7,-2.0,1,0
Cc1ccc2c(c1)nnn2C1CCN(CC(=O)NCc2ccccc2F)CC1,-3,1,75,18,11,3,-2.0,-5,0
CC1=C(C(=O)OC2CCCCC2)C(c2ccc(C)o2)C2=C(CC(C)(C)CC2=O)N1 (configuration not stated),6,1,86,-2,4,-19,2.8,-2,3
COc1cccc(NC(=O)CN2C(=O)c3cccnc3Oc3ccc(Cl)cc32)c1,-21,7,100,3,18,3,-0.2,-3,-1
CCOC(=O)CSc1cc(CSc2ccccc2)nc(-c2ccccc2)n1,2,2,91,11,-1,12,-1.4,2,1
O=S(=O)(Cc1ccccc1Cl)c1ncn[nH]1,-6,-1,99,5,-6,-1,1.9,-3,-1
Cc1noc(C)c1C(=O)Nc1nc2ccc(Cl)cc2s1,7,-1,102,16,7,-6,0.6,0,0
CCOC(=O)c1cc(-c2cc(OC)c(OC)c(OC)c2)nc2c1c(=O)[nH]c(=O)n2Cc1ccccc1,-11,0,112,4,11,-1,-1.9,-3,0
CC(C)(C)CN1CCN(CCCc2ccccc2)C(CCO)C1 (configuration not stated),-4,1,95,-2,-7,-22,0.3,-2,1
Cc1ccc(C(=O)C(C)OC(=O)C2CCN(c3ccc(C(F)(F)F)cn3)CC2)cc1C (configuration not stated),-17,0,129,4,-2,5,0.9,-2,0
COc1ccc(Br)c(/C=N/NC(=O)COc2ccc(-c3ccccc3)cc2)c1,15,-5,94,12,31,9,-0.1,-3,6
Cc1ccc(-n2ncc3c(=O)n(CC(N)=O)cnc32)cc1C,-11,-1,101,-2,-2,5,-1.6,-4,-6
CCCn1c(C(C)NC(C)=O)nc2ccccc21 (configuration not stated),-9,2,104,-2,2,9,2.2,-2,-2
CC(=O)C1=C(O)C(=O)N(c2cccc(C(=O)O)c2)C1c1ccc(F)cc1 (configuration not stated),11,-1,113,10,2,2,-2.3,-4,-4
CN1C(=O)C2(OCCCO2)c2cc(Cl)ccc21,1,1,90,-9,-1,-5,-0.3,5,1
CCC(O)CNc1nc(-n2nc(C)cc2C)nc2sc3c(c12)CC(C)(C)OC3 (configuration not stated),-2,-7,120,-18,-1,3,2.1,2,6
CC(C)c1ccccc1-n1c(SCC(=O)N2CCN(c3ccccc3)CC2)nnc1-c1cccnc1,9,4,98,9,14,-3,-2.2,0,2
C/C(=N\NC(=O)c1cc(-c2cccs2)nc2ccccc12)c1ccccn1,1,1,92,-1,6,-4,0.4,4,4
COCCCn1c(SCC(=O)NC2CCS(=O)(=O)C2)nnc1-c1ccc(Cl)cc1 (configuration not stated),x,x,162,0,x,-5,-2.2,-4,x
C#CCOCCOCCOCCNc1nc(N2CCN(C(=O)[C@H](CCC(=O)O)n3cc(C(N)CO)nn3)CC2)nc(N2CCN(C(=O)[C@H](Cc3ccc(O)cc3)n3cc(C(N)CC(C)C)nn3)CC2)n1 (some centres not stated),-4,0,99,-4,1,3,1.7,-1,-2
O=c1c2ccccc2nc2n1CC/C2=C/N1CCN(c2cccc(C(F)(F)F)c2)CC1,2,0,80,-8,-3,-14,-0.5,2,0
Cc1nn(C)c(C(=O)Nc2ccc(Br)cc2F)c1Br,9,-2,98,4,6,8,2.5,-1,-3
CC(=O)C1=C(O)C(=O)N(c2nccs2)C1c1ccccc1F (configuration not stated),1,1,109,0,-1,0,-0.9,0,6
COc1ccc2cc(OC)c(C(=O)N3CCOCC3)cc2c1,-10,0,114,5,13,-5,3.8,-1,-1
CC(C)c1nc(SCC(=O)Nc2ccc3c(c2)OCCO3)c2c(=O)n(C)c(=O)n(C)c2n1,-10,0,108,-7,6,-17,4.0,-2,2
COc1ccc(OCC(=O)N2CCN(C(=O)c3ccc(F)cc3)CC2)cc1,3,0,99,0,1,-5,2.4,2,1
Cc1c(-c2cccc(NC(=O)c3ccco3)c2)nc2ncccn12,3,-1,96,0,4,-16,-0.7,2,2
O=C(NCc1ccc(Cl)cc1)c1ccncc1,-7,-1,102,0,2,-2,-0.7,-6,-2
CC(=O)c1cccc(CN2CCCC(C(=O)Nc3cccc(-n4cccn4)c3)C2)c1 (configuration not stated),9,1,85,3,2,-2,-1.0,-5,-1
COc1ccc(N(CC(=O)Nc2ccccc2C)S(=O)(=O)c2c(C)[nH]c(=O)[nH]c2=O)cc1,-4,4,96,13,3,4,3.6,-7,-3
CONC(=O)Nc1ccccc1[N+](=O)[O-],0,1,112,-17,1,-4,1.4,-1,-3
COc1ccc(C2CC(c3cccc(C)c3)n3ncnc3N2)cc1 (configuration not stated),14,0,95,13,-3,-6,1.8,0,2
COC(=O)c1ccc(CSc2cc(C)c3ccccc3n2)o1,-2,0,117,-3,0,38,0.1,4,-1
O=C(CSc1ccncc1)Nc1ccc(S(=O)(=O)Nc2nccs2)cc1,-2,0,96,-12,-6,-4,0.2,-3,1
CC1=NN(c2ccccc2)C(=O)/C1=C\c1cn(-c2ccccc2)nc1C,9,1,108,-2,2,3,2.3,2,-4
O=C(Nc1cccc(Cl)c1)C1C2C=CC3(O2)C1C(=O)N(CCN1CCCCC1)C3C(=O)NC1CCCCC1 (configuration not stated),12,-3,99,9,-3,3,-1.1,-3,12
NCCCn1cnc2ccccc21,-8,1,90,6,-5,4,-2.0,-13,-7
CCCc1nc2ccc(NC(=O)c3cccs3)cc2c(=O)n1Cc1ccccc1Cl,8,-1,106,6,10,-17,2.7,2,2
CC(=O)Nc1ccc(NC(=O)C(C)OC(=O)CCCOc2ccc(Cl)c(C)c2)cc1 (configuration not stated),-6,0,97,-3,-3,1,0.6,2,-7
CCn1c(=O)cc(OCC(=O)N2CCCCCC2)c2ccccc21,-3,-1,102,-4,-6,6,-2.7,0,6
O=C(c1ccc(Cl)cc1)N1CCN(S(=O)(=O)/C=C/c2ccccc2)CC1,x,x,102,16,x,0,3.5,6,x
Cc1cc(C)c2c(N)c(C(=O)NCc3ccco3)sc2n1,-5,3,117,4,-1,-2&-2,2.0,1,0
O=C(CCn1nc(-c2ccccc2)ccc1=O)N1CCCC1,-4,1,111,-5,-8,-8,1.3,-2,-2
CC1=CC(=O)C=C(C)C1=NOc1ccc([N+](=O)[O-])cc1,4,1,103,-2,15,0,-0.1,-7,0
CCn1c(SCC(=O)Nc2nc(C)c(C)s2)nc2cccnc21,9,0,105,1,-2,-5,1.8,2,2
CC(=O)c1ccc(NC(=O)C(C)NCc2ccccc2Cl)cc1 (configuration not stated),4,1,96,5,5,-9,0.7,-3,-1
O=C(c1cccn(Cc2cccc(Cl)c2)c1=O)N1CCOCC1,3,-3,97,-8,-7,2,1.5,-3,-3
Cc1cc(O)c(C(C)C)cc1NC(=O)Cn1nc(C)c2ccccc2c1=O,5,2,99,-5,2,6,1.6,1,0
